IDE cell activ: boosts human insulin-degrading enzyme activity in HEK cells | P14735 | AID 493087 | FAbeta-B cleavage, fluorescence polarization; 0% vehicle, 100% cell-free pure enzyme wells | activation, % at 5.96 µM | 340,000 tested, 0.073% active;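 active = activation above the mean of all tested compounds plus 3 SD, set per screening campaign, cut at about 17% in these data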
Target sequence (P14735 whole entry, looked up): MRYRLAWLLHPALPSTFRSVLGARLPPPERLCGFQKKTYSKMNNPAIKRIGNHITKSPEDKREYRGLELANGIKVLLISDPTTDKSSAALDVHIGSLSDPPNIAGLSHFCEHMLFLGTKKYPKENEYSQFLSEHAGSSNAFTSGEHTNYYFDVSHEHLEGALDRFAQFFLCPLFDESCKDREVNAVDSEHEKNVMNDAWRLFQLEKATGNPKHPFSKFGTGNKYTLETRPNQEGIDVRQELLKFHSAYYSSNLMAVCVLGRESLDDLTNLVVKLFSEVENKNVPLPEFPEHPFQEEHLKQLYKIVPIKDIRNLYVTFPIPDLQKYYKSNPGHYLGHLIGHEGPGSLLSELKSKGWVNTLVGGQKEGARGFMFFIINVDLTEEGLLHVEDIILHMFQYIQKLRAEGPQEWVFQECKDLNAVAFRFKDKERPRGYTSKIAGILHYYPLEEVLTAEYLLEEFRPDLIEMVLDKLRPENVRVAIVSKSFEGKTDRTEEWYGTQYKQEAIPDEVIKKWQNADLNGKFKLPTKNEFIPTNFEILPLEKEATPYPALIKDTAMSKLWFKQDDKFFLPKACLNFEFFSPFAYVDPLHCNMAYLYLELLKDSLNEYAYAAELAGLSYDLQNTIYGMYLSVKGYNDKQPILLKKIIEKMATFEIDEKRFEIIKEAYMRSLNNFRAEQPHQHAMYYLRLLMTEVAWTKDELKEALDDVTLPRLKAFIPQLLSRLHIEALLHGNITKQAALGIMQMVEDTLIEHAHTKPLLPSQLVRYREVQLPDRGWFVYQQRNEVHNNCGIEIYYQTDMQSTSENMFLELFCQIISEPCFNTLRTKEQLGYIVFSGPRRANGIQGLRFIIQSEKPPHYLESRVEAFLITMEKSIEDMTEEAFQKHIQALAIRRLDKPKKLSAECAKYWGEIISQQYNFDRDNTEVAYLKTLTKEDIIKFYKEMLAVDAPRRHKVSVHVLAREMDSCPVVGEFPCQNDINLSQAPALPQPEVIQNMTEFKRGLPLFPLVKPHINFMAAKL
SUMO HTRF inh: SUMOylation inhibition; P63279; HTRF SUMOylation assay, SAE1/SAE2 + UBC9, in vitro; inhibition, % at 35 µM; 290,000 tested, 0.36% active; AID 2006; in the data active = inhibition above about 50%, passing the limit was not always enough; note: strong numbers were not always called active
PHOSPHO1 inh: blocks human PHOSPHO1 phosphatase activity | Q8TCT1 | recombinant PHOSPHO1, absorbance phosphatase assay | inhibition, % at 13.3 µM | 290,000 tested, 1.1% active; in the data active = inhibition above about 60%
VIM-2 inh: inhibitors of Pseudomonas aeruginosa VIM-2 metallo-beta-lactamase. purified VIM-2, nitrocefin hydrolysis, epi-absorbance fluorescence. inhibition, % at 5.6 µM. 290,000 tested, 0.89% active;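 active = inhibition above the mean of all tested compounds plus 3 SD, cutoff set per screening run, cut at about 7.5% in these data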;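 note: red hydrolysis product quenches plate fluorescence so inhibitors raise well fluorescence; 0% = enzyme with DMSO and 100% = DMSO without enzyme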
FID counter: fluorescent intercalator displacement, NS3 helicase counter-screen; DNA fluorescent intercalator displacement, fluorescence; inhibition, % at 7.9 µM; 290,000 tested, 0.17% active; in the data active = inhibition above about 37%;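 note: 0% = vehicle and 100% = reference compound; higher means more ethidium bromide displaced from hairpin DNA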
HCV NS3 hel inh: inhibitors of Hepatitis C virus NS3 helicase; NS3 helicase DNA unwinding, Cy5 molecular beacon fluorescence; inhibition, % at 10.9 µM; 290,000 tested, 0.56% active;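 active = inhibition above the mean of all tested compounds plus 3 SD, set per campaign, cut at about 35% in these data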;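 note: 0% = DMSO wells and 100% = thioflavine S control wells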
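Compound dosing – single dose, 10.9 µM nominal final, DMSO 0.8% final · System – NS3 helicase fragment of HCV · Buffer or medium – MOPS pH 6.5, MgCl2, DTT, Tween20, BSA · Signal – Cy5 beacon fluorescence read at start and 1 h · Also added – annealed dual-labelled DNA beacon duplex, ATP-started · Schedule – 1 h at 25 °C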
IMP-1 inhibitor: inhibitors of Pseudomonas aeruginosa IMP-1 metallo-beta-lactamase; purified IMP-1, nitrocefin hydrolysis, epi-absorbance fluorescence; inhibition, % at 5.6 µM; 290,000 tested, 0.45% active;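 active = inhibition above the mean plus 3 SD of all compounds in the same screening run, cut at about 4.5% in these data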;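 note: 0% = IMP-1 with DMSO and 100% = DMSO wells lacking enzyme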
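System – purified recombinant IMP-1 beta-lactamase · Input – IMP-1 dispensed at 0.2 nM · Timing – 15 min preincubation plus 25 min reaction at 25 °C · Signal – Epi-absorbance fluorescence, 480 nm excitation, 530 nm emission · Measure – percent IMP-1 inhibition derived from blank-referenced optical density · Controls – Enzyme-plus-DMSO low control, enzyme-free DMSO high control · Replication – singlicate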
pCIP destab: p/CIP protein destabilization | Q05BA5 | F442A p/CIP-EGFP cells, EGFP fluorescence, 16 h | AID 1984 | 290,000 tested, 0.01% active | decrease of EGFP signal, % at 10 µM;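 active = EGFP signal decrease of at least 30% at 10 µM or well 3 SD below plate mean, unless failing retest; inactive = the rest, including hits failing retest or dose response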; note: some compounds called inactive have numbers as strong as hits; many of its hits are not listed in these tables
MEKK3 PB1 HTS: raises or lowers MEK5 binding to the human MEKK3 PB1 domain; bead-based flow cytometry, Alexa488-MEK5 binding to MEKK3; actives lie on both sides; 0 = blocked by unlabeled MEK5, 100 = vehicle; Q99759; 290,000 tested, 1.4% active; AID 1529; binding response (% of control), % at 10 µM;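 active = binding response more than 3 SD above or below the average of its plate-row segment, actives on both sides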;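 note: Alexa488 bead fluorescence after subtracting the streptavidin-only scavenger bead signal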
Starred values were filed as active, the others as inactive; · = not tested or not shown; & = joins results of further samples. This is a subset. The share of hits here may be higher or lower than overall.

SMILES	IDE cell activ	SUMO HTRF inh	PHOSPHO1 inh	VIM-2 inh	FID counter	HCV NS3 hel inh	IMP-1 inhibitor	pCIP destab	MEKK3 PB1 HTS
COc1ccccc1NC(=O)c1cc(S(=O)(=O)N2CCc3ccccc32)ccc1F	-2	0	12	-3.7	-15	11	-0.3	-4	102
CNC(=O)OCc1cccc(COC(=O)NC)n1	-2	14	-10	-2.7	0	4	-4.9	-6	103
Cc1sc2nc(SCC(=O)NCc3cccs3)[nH]c(=O)c2c1C	-2	-12	-1	-3.0	-3	1	-5.9	-1	108
CCOC(=O)Nc1ccc(S(=O)(=O)Nc2cc(C)on2)cc1	3	-8	9	-4.4	0	13	-1.9	4	101
Cc1ccc(-c2cc(C(=O)Nc3ccc(S(=O)(=O)N4CC(C)OC(C)C4)cc3)[nH]n2)c(O)c1 (configuration not stated)	-16	14	12	-2.7	-14	-14	-1.0	1	110
O=C(CS(=O)(=O)Cc1ccccc1)NCc1ccccc1Cl	-1	-2	38	0.4	-11	7	-2.1	-10	100
NC(=O)NC(=O)C(Nc1ccc(N2CCCCC2)cc1)c1ccccc1 (configuration not stated)	6	7	39	-3.4	-13	13	-26	-25	95
CCN1CCC2(CC1)N=C(c1ccc(F)cc1)C(=S)N2C(=O)c1ccc(C(C)(C)C)cc1	-2	-3	6	-1.8	3	5	-1.6	4	99
COc1ccccc1NC(=O)C1C2C=CC(O2)C1C(=O)O (configuration not stated)	·	22	-2	-0.5	4	-1	0.3	-1	99
CCOc1ccc(C)cc1-n1nc2ccccc2n1	2	24	28	-0.9	-9	2	-2.8	-2	107
Fc1ccc(C2=CC(c3ccc(Br)o3)n3ncnc3N2)cc1 (configuration not stated)	-67	13	-2	-4.7	-6	7	-1.6	-23	104
Cc1ccc(S(=O)(=O)Cc2ccc(C(=O)N3CCC(C)CC3)cc2)cc1	6	8	18	-0.7	-32	6	-0.5	-19	104
Cc1cccc(/N=C/c2c(O)[nH]c3ccccc23)n1	4	-3	7	2.7	-10	-11	-1.5	11	102
CCOc1ccccc1NC(=O)Nc1cc(OC)ccc1OC	8	-1	-7	-3.0	-8	-3	-1.6	-7	100
Cn1nc(C(F)(F)F)c(-c2ccccc2)c1N	1	20	39	0.4	0	4	0.1	12	85
COc1ccccc1CCC(=O)OCC(=O)Nc1ccc(S(N)(=O)=O)cc1	2	17	13	-2.1	-8	10	-2.2	-7	107
Cc1ccc(S(=O)(=O)NNC(=O)C2COc3ccccc3O2)cc1 (configuration not stated)	3	-2	6	-2.4	-8	-7	-3.5	-2	105
Brc1ccc(-c2cn3c(n2)SCC3)cc1	-1	-1	33	0.7	3	5	-2.4	-6	92
O=C(Cn1c(=O)oc2ccccc21)Nc1ccccc1N1CCOCC1	0	1	17	-5.6	-9	2	-7.6	-41	94
COCCn1c(C)cc(C(=O)COC(=O)c2ccc(Br)o2)c1C	6	2	36	-3.3	-17	14	1.9	2	98
Cc1cccc(Oc2ncnc3onc(C)c23)c1	8	13	-2	-0.9	-2	0	-1.5	-7	106
COC(=O)CSc1nnc(-c2ccc(S(=O)(=O)N3CCCCC3)cc2)o1	-2	1	14	-2.0	-5	-2	-4.1	-11	101
Cc1nc2c(C#N)cnn2c2c1CCN(Cc1ccccc1)N2C	-5	15	-4	-2.8	-4	-4	-2.4	0	106
CCc1ccc(C(C(=O)NC2CCCCC2)N(C(=O)c2csnn2)C2CC2)cc1 (configuration not stated)	-1	-7	26	0.8	-32	0	-1.7	5	103
Cc1cccc(N(C(=O)Cc2cccs2)C(C(=O)NCc2ccco2)c2ccncc2)c1 (configuration not stated)	·	9	28	-2.2	-23	-1	-4.6	-14	98
COC(=O)c1c(NC(=O)COC(=O)CCNS(=O)(=O)c2ccccc2)sc(C)c1C	3	-7	23	-0.7	-27	-11	-4.0	-2	109
O=C(O)c1ccc(Cn2c(=S)[nH]c3cc(Cl)ccc3c2=O)cc1	6	2	28	-1.3	-28	7	-2.6	-3	105
Cc1cc(C)c(OCCOCCN2CCN(C)CC2)c(Cl)c1	0	22	39	-2.3	12	-10	-1.2	5	113
Cc1cccc(C)c1NC(=O)CCN1C(=O)C2C3CCC(C3)C2C1=O (configuration not stated)	0	9	10	-0.1	1	8	-3.2	17	100
COc1ccc(C2CC(c3ccccc3)=NN2c2ccccc2)c(C(=O)O)c1OC (configuration not stated)	-1	45	16	-1.0	-13	-16	-1.9	18	105
CC(=O)N1c2ccc(S(=O)(=O)N(C)Cc3ccccc3)cc2CC1C (configuration not stated)	0	11	17	-1.7	-40	-2	-3.2	-12	100
c1ccc(CSc2nnnn2-c2ccccc2)cc1	-1	3	2	1.0	-10	7	-3.0	-11	93
COc1ccc(N2C(=O)CC(NC3CC3)C2=O)cc1 (configuration not stated)	3	9	16	-3.2	0	2	-1.9	-10	98
CCc1ccc(CN2CCCC(C(=O)N3CCCCC3)C2)cc1 (configuration not stated)	2	3	·	-2.0	3	-4	-2.3	0	110
COc1ccc(OC)c(/C=C/C(=O)NCCc2nc3ccccc3[nH]2)c1	7	43	24	-1.1	-6	3	-0.7	2	81
CCc1ccc2c(CN(CC)Cc3nc4ccccc4c(=O)[nH]3)cc(=O)oc2c1	0	4	-14	-5.4	-23	6	-2.8	-5	99
O=C(Nc1ccccc1N1CCCCC1)c1ccc2nccnc2c1	-1	-4	11	-2.4	-8	1	-3.8	-6	100
Cc1sc(NC(=O)CSc2nc(O)cc(=O)[nH]2)nc1-c1ccccc1	2	13	23	-1.9	-7	6	-1.9	-9	97
Cc1ccc(CN2CCN(CC(=O)N/N=C/c3c[nH]c4ccccc34)CC2)cc1	2	-1	-12	-2.6	3	-5	-3.0	-13	99
CCC(C)[C@H](NC(=O)OC(C)(C)C)C(=O)N/N=C/c1cccc2nccnc12 (some centres not stated)	1	14	-7	-3.3	-12	-4	-4.1	4	98
COc1ccc(CNC(=O)C(C)OC(=O)c2cccs2)cc1 (configuration not stated)	-3	16	32	-2.2	-4	12	-2.4	-4	100
COc1cc(NS(=O)(=O)c2ccc(NC(=S)Nc3ccccc3)cc2)nc(OC)n1	4	17	10	-0.6	-7	0	-1.3	-24	102
Cc1cc(C)cc(C(=O)NC(CC(N)=O)c2ccc(N3CCN(c4ccccc4)CC3)c([N+](=O)[O-])c2)c1 (configuration not stated)	2	13	-7	-1.3	-17	-10	-3.2	-4	101
CCOC(=O)c1cnn(-c2ccc(NS(=O)(=O)c3ccc(Cl)cc3)cc2)c1C(F)(F)F	2	-8	33	-4.6	-20	-17	-2.9	-11	104
Cc1ccc(-c2nn(-c3ccccc3)cc2/C=C/C(=O)Nc2cccc(S(N)(=O)=O)c2)cc1	1	3	34	-2.5	-9	-1	-2.1	-4	105
CC1(C)Cc2c(c(N3CCOCC3)nc3sc(-c4ccc(C(=O)O)o4)c(N)c23)CO1	4	12	-13	1.2	-21	27	-0.8	11	80
Cc1cc(NCCCN(C)C)n2nc(-c3cccs3)cc2n1	0	-11	6	5.8	18	-1	-4.3	-3	112
CCCc1cc(=O)[nH]c(SCC(=O)Nc2ncc(S(=O)(=O)c3ccc([N+](=O)[O-])cc3)s2)n1	5	28	-3	-1.0	2	4	-2.6	-6	108
S=C(NCc1ccco1)N1CCN(Cc2ccco2)CC1	8	-4	-25	-4.3	4	-1	-1.6	-2	93
CCc1nnc(NC(=O)CCN2C(=O)c3ccccc3C2=O)s1	6	18	18	0.5	-2	-6	-2.6	-29	104
O=C1CCN(S(=O)(=O)c2ccccc2)CCN1CCOCc1ccc(Cl)cc1	2	-5	-5	·	·	·	·	-3	98
CCOC(=O)N1CCN(C(=O)c2ccc(C)c(S(=O)(=O)Nc3ccccc3)c2)CC1	2	5	-12	-0.8	-29	1	-1.2	-5	102
Cc1ccc(CN(c2ccc(C(=O)N3CCc4ccccc4C3)cc2)S(C)(=O)=O)cc1	-4	-18	-4	-0.2	-31	-12	-1.9	-13	99
Cc1ccc(NS(=O)(=O)c2ccc(CCC(=O)O)cc2)cc1	4	15	-5	-2.6	3	-1	-1.9	-2	103
CCCC(=O)NC(=S)Nc1sc2c(c1C(N)=O)CCC2	3	-74	1	0.2	0	3	0.1	2	89
CC(C)n1c(=N)c(C(=O)NCCc2ccccc2)cc2c(=O)n3ccccc3nc21	-1	31	63*	2.6	10	-1	-3.1	-4	111
COCCSc1ccccc1C(=O)N1CCN(Cc2ccccc2)CC1	-4	16	41	-2.3	-24	10	-2.1	-12	98
CCC(C)N1CC23C=CC(O2)C(C(=O)OCc2ccccc2)C3C1=O (configuration not stated)	-1	2	-7	0.0	-9	-2	-1.2	-5	108
O=S(=O)(N/N=C\c1ccc2c(c1)OCO2)c1ccccc1	3	1	38	-1.0	-7	-2	-3.4	2	102
O=C(NCc1ccncc1)/C(=N/O)c1ccccc1	-1	16	8	-1.0	3	-3	0.6	-8	109

Further records.
SMILES	IDE cell activ	SUMO HTRF inh	PHOSPHO1 inh	VIM-2 inh	FID counter	HCV NS3 hel inh	IMP-1 inhibitor	pCIP destab	MEKK3 PB1 HTS
C=CCN=C1SC(C)C(=O)N1S(=O)(=O)c1ccccc1 (configuration not stated)	3	17	15	2.2	-2	1	1.9	-12	98
COc1ccc(CNC(=O)C2CC(c3ccccc3C(F)(F)F)=NO2)cc1 (configuration not stated)	-1	1	13	·	·	·	·	0	93
Cc1nc(CCNC(=O)CC2C(=O)NCCN2CC(C)C)nc2c1CCC2 (configuration not stated)	7	3	3	-1.9	-14	-10	-1.9	10	98
Cc1cc(C)n2cc(CSc3nnc(SCc4cn5c(C)cc(C)nc5n4)s3)nc2n1	·	19	19	-0.1	-25	3	-1.6	3	98
C=CCC1c2cccc(C(=O)OC)c2C(=O)N1c1ccccc1 (configuration not stated)	4	-6	42	0.7	-8	-5	1.1	-19	100
NC(=NCCCCCCN=C(N)/N=C(\N)Nc1ccc(Cl)cc1)/N=C(\N)Nc1ccc(Cl)cc1	4&-2&9	0	0	-1.7	59*	-58	-2.6	10	113
CC(=O)N/C(=C/c1ccccc1)C(=O)N1CCCCC1	-2	13	-21	-0.7	-3	-6	-3.5	-6	110
COc1ccc(/C=N/Nc2ccccc2C(=O)O)cc1Cn1cc([N+](=O)[O-])cn1	3	18	60*	-0.5	-12	22	-1.6	-3	98
O=C(/C=C/c1ccc2c(c1)OCO2)N1CCN(c2ccccc2F)CC1	4	1	2	1.9	-22	-7	1.8	3	94
CCC(=O)Nc1ccc(OCC2CCCO2)cc1 (configuration not stated)	0	15	·	-0.6	-3	-10	-2.4	-8	103

Looked up one by one from above:
SMILES	IDE cell activ	SUMO HTRF inh	PHOSPHO1 inh	VIM-2 inh	FID counter	HCV NS3 hel inh	IMP-1 inhibitor	pCIP destab	MEKK3 PB1 HTS
C=CCC1c2cccc(C(=O)OC)c2C(=O)N1c1ccccc1 (configuration not stated)	4	-6	42	0.7	-8	-5	1.1	-19	100
CCC(=O)Nc1ccc(OCC2CCCO2)cc1 (configuration not stated)	0	15	·	-0.6	-3	-10	-2.4	-8	103
COc1ccc(/C=N/Nc2ccccc2C(=O)O)cc1Cn1cc([N+](=O)[O-])cn1	3	18	60*	-0.5	-12	22	-1.6	-3	98
